High-throughput results: PubChem BioAssay, several laboratories
UBC9 SUMO inh: inhibitors of in vitro SUMOylation cascade, primary screen, biochemical, HTRF, uHTS | SUMO-conjugating enzyme UBC9 (Homo sapiens), P63279 | HTRF SUMOylation assay, SAE1/SAE2 + UBC9 | inhibition, % at 35 µM | 290,000 compounds, 0.36% hits | AID 2006, 2009; in the data active means inhibition above about 50%, passing the limit was not always enough; further: strong numbers were not always called active
NS3 helicase inh: inhibitors of HCV NS3 helicase, primary screen, biochemical, Cy5 molecular beacon fluorescence | 290,000 compounds, 0.56% hits | AID 1800, 2009 | NS3 helicase DNA unwinding | inhibition, % at 10.9 µM | Hepatitis C virus NS3 helicase;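 active means inhibition above the mean of all tested compounds plus 3 SD, set per campaign, cut at about 35% in these data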;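 further: 0% = DMSO wells and 100% = thioflavine S control wells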
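Compound dosing – single dose, 10.9 µM nominal final, DMSO 0.8% final · System – NS3 helicase fragment of HCV · Buffer or medium – MOPS pH 6.5, MgCl2, DTT, Tween20, BSA · Signal – Cy5 beacon fluorescence read at start and 1 h · Also added – annealed dual-labelled DNA beacon duplex, ATP-started · Schedule – 1 h at 25 °C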
IMP-1 inhibitor: IMP-1 metallo-beta-lactamase inhibitors, primary screen, biochemical, epi-absorbance readout, Pseudomonas aeruginosa enzyme | 290,000 compounds, 0.45% hits | purified IMP-1, nitrocefin hydrolysis, epi-absorbance fluorescence | inhibition, % at 5.6 µM | AID 1556, 2009 | metallo-beta-lactamase IMP-1 (Pseudomonas aeruginosa);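 active means inhibition above the mean plus 3 SD of all compounds in the same screening run, cut at about 4.5% in these data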;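 further: 0% = IMP-1 with DMSO and 100% = DMSO wells lacking enzyme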
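Material – recombinant IMP-1 enzyme, purified · Amount – IMP-1 0.2 nM before substrate addition · Medium – HEPES buffer pH 7.1 with ZnSO4 and Brij 35 · Timing – 25 °C, 15 min preincubation, 25 min reaction · Measured by – plate fluorescence quenching by hydrolysis product, ex 480/em 530 nm · Read-out – percent enzyme inhibition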
IDE act: human IDE activators in live cells, primary screen, fluorescence polarization, HEK cells, FAbeta-B substrate | Insulin-degrading enzyme (Homo sapiens), P14735 | FAbeta-B cleavage; 0% vehicle, 100% cell-free pure enzyme wells | activation, % at 5.96 µM | 340,000 compounds, 0.073% hits;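 active means activation above the mean of all tested compounds plus 3 SD, set per screening campaign, cut at about 17% in these data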
DNA FID counter: compounds displacing fluorescent DNA intercalator, primary screen, artefact control for HCV NS3 helicase inhibitor project, biochemical, FID fluorescence; DNA fluorescent intercalator displacement; inhibition, % at 7.9 µM; 290,000 compounds, 0.17% hits; AID 1845, 2009; in the data active means inhibition above about 37%;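 further: 0% = vehicle and 100% = reference compound; higher means more ethidium bromide displaced from hairpin DNA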
VIM-2 inhibitor: VIM-2 metallo-beta-lactamase inhibitors, primary screen, biochemical, epi-absorbance readout, Pseudomonas aeruginosa enzyme | purified VIM-2, nitrocefin hydrolysis, epi-absorbance fluorescence | inhibition, % at 5.6 µM | 290,000 compounds, 0.89% hits | AID 1527, 2009;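 active means inhibition above the mean of all tested compounds plus 3 SD, cutoff set per screening run, cut at about 7.5% in these data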;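 further: red hydrolysis product quenches plate fluorescence so inhibitors raise well fluorescence; 0% = enzyme with DMSO and 100% = DMSO without enzyme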
IDE cell inh: human IDE inhibitors in live cells, primary screen, fluorescence polarization, HEK cells, FAbetaB substrate; 320,000 compounds, 0.41% hits; FAbetaB cleavage; inhibition, % at 5.59 µM; Insulin-degrading enzyme (Homo sapiens), P14735;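 active means percent inhibition above the average of all tested compounds plus 3 SD, set per screening campaign, cut at about 16% in these data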;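 further: IDE supplied by intact live HEK cells; FP after avidin binding of uncleaved biotin substrate so inhibition keeps polarization high; 0% = DMSO wells and 100% = 60 µM reference IDE inhibitor Ii1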
pCIP destab: p/CIP-EGFP fusion destabilizers, primary screen, fluorescence, F442A cells; Q05BA5; 16 h; decrease of EGFP signal, % at 10 µM; 290,000 compounds, 0.01% hits; AID 1984, 2009;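 active means EGFP signal decrease of at least 30% at 10 µM or well 3 SD below plate mean, unless failing retest; inactive means the rest, including hits failing retest or dose response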; further: some compounds called inactive have numbers as strong as hits; many of its hits are not listed in these tables
Target sequence (Q05BA5 1-1403): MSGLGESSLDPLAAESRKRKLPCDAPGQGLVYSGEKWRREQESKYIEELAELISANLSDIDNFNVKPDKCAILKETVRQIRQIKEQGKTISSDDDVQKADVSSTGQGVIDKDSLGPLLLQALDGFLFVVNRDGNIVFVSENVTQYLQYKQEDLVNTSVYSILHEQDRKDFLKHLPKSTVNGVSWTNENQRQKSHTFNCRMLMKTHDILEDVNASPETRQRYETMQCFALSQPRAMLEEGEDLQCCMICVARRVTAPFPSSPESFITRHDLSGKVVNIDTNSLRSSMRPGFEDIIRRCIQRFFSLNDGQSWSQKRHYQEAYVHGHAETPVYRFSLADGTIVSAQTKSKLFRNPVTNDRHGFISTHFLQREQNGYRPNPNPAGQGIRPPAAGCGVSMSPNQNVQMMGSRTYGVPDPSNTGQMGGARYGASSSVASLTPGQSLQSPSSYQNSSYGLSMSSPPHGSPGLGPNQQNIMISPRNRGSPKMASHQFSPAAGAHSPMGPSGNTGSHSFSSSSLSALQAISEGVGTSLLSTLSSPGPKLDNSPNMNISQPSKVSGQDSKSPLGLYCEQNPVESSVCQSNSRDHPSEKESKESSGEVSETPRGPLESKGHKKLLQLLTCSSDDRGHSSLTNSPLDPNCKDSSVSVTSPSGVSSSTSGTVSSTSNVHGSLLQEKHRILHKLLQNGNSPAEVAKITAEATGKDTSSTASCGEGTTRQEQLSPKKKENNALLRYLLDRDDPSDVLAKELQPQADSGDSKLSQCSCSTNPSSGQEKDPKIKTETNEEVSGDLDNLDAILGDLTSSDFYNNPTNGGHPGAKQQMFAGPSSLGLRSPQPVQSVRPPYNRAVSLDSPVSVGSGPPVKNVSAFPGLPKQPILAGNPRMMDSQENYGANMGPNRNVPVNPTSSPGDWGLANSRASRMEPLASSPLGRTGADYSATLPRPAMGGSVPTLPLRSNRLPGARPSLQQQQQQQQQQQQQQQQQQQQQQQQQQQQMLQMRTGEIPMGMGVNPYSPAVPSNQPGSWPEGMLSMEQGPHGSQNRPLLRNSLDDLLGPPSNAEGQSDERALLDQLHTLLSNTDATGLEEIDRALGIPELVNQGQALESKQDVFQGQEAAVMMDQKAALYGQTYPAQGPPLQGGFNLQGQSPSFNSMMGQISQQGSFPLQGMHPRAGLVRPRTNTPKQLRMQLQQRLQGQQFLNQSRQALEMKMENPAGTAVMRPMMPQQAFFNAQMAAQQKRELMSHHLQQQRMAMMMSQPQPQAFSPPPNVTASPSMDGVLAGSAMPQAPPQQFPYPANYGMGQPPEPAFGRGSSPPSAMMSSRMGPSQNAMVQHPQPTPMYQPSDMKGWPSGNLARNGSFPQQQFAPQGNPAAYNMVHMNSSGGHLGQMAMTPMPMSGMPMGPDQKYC
PfM18AAP inh: PfM18AAP inhibitors, malaria aminopeptidase, primary screen, biochemical, QFRET, recombinant enzyme. inhibition, % at 7.35 µM. H-Glu-NHMec fluorogenic cleavage. 290,000 compounds, 1.2% hits. M18 aspartyl aminopeptidase (Plasmodium falciparum 3D7);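 active means inhibition above the campaign mean inhibition over all tested compounds plus 3 SD, cut at about 28% in these data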;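 further: 0% = plate median of test compound wells and 100% = 2 mM ZnCl2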
The depositor's hits bear a star; . = not tested or not shown. An unsorted share of the library; about 3.6% have a hit in one of these screens.

Every second line gives: UBC9 SUMO inh, NS3 helicase inh, IMP-1 inhibitor, IDE act, DNA FID counter, VIM-2 inhibitor, IDE cell inh, pCIP destab, PfM18AAP inh
COC(=O)COc1cccc(NC(=O)c2ccc(C)cc2)c1
  -1, 18, -1.0, 4, -14, -2.7, 0, 5, -4
CC(=O)Oc1ccc2c(C)c(CC(=O)N3CCN(C(=O)C4COc5ccccc5O4)CC3)c(=O)oc2c1C (stereo unspecified)
  14, 1, -0.8, 2, -64, 0.5, 6, 3, -4
CCn1c(SCC(=O)Nc2ccc(S(N)(=O)=O)cc2)nnc1-c1ccccc1OC
  -10, 0, -2.4, 5, -9, 0.2, 6, -9, -2
COc1ccccc1NC(=O)Nc1ccc(C(=O)N2CCCCC2)cc1
  12, -5, -0.6, 4, -31, -1.0, -2, -3, -3
CCCn1c(N)c(C(=O)CSc2nc3ccccc3c(=O)n2-c2ccc(OC)cc2)c(=O)[nH]c1=O
  -4, -2, -1.9, 2, 3, -1.6, -11, 4, -6
COc1ccc(CN2CCCN(S(=O)(=O)c3ccc(Br)cc3)CC2)cc1
  -21, -38, -0.8, 2, 6, -1.1, -1, 2, 0
CCOc1cc(CNc2ccc3c(c2)OCCO3)cc(Br)c1OC
  -14, -4, -0.3, 6, -7, 1.5, 5, -14, 16
O=C(CSc1nnc(-c2ccccc2Br)o1)Nc1cccc2ccccc12
  0, 4, -4.2, 4, -4, -5.6, 0, -8, -1
Fc1ccc(N2CCN(c3nc(-c4ccco4)cc(C(F)(F)F)n3)CC2)cc1
  -10, 10, -4.9, 4, 1, -1.2, -1, -11, 1
CCOC(=O)c1sc(N)c(C#N)c1CSc1nc2ccc(OCC)cc2[nH]1
  5, -4, -4.0, 3, -17, -4.5, 3, -6, 5
CCOc1ccc(N(CC(=O)Nc2cccc(C)c2C)S(=O)(=O)c2c(C)[nH]c(=O)[nH]c2=O)cc1
  2, 9, -1.7, -5, -35, -3.9, 1, -10, 4
CCc1nnc(N/N=C/c2ccccc2F)n1N
  -5, 3, -2.4, 4, -4, -2.7, 11, -3, 62*
COc1ccc(/C(C)=N/NC(=O)CNC(=O)c2cccnc2)c(OC)c1
  4, 11, -3.8, 0, -8, -1.3, -4, -23, 0
O=c1[nH]nc(Cc2ccc(Cl)cc2Cl)c2ccccc12
  -12, 3, -1.9, -1, -4, -4.1, 10, -7, -7
C[C@@H]1CN(Cc2nc(-c3cccs3)no2)C[C@H](C)O1
  10, 15, -4.1, 6, -15, -0.2, -2, -13, 7
N#CCCN(CCC#N)C(=O)c1ccc(Cl)cc1
  31, -2, -3.2, -1, -3, -2.6, 5, -22, 6
O=C(O)CCCCCN1C(=O)/C(=C/c2ccncc2)SC1=S
  5, 6, -0.7, -5, -12, 0.9, -3, 0, -17
CN1CCN(c2nc(-c3cccc([N+](=O)[O-])c3)nc3ccccc23)CC1
  3, -16, 1.1, 4, 25, 8.6*, 0, -3, -11
COc1cc(NC(=O)CSCc2cnn(-c3ccccc3)c2-n2cccc2)cc(OC)c1
  -7, -19, 0.5, -3, -14, -0.8, 7, -5, -11
COCCNC(=S)N1CCC(NC(=O)C23CC4CC(CC(C4)C2)C3)CC1
  15, 12, -3.0, 1, -19, 1.2, 6, 5, -9
COc1ccc(NC(=O)CSc2ccc3nnc(CCNC(=O)c4ccccc4)n3n2)cc1
  5, 5, -3.9, -2, -28, -3.2, 6, 2, 2
CC(/C=N/NC(=O)C(O)c1ccccc1)=C\c1ccccc1 (stereo unspecified)
  17, -6, -1.9, 3, -10, -0.6, -6, 6, -16
CC(C)(C)c1csc(CS(=O)(=O)c2ccccn2)n1
  3, -13, -0.6, 3, -1, -0.2, 16, -15, -3
Cc1ccc(S(=O)(=O)N2CCC(C(=O)NCCN3CCCCCC3)CC2)cc1
  -9, -48, -3.0, 3, 11, -1.6, 4, 2, 2
CCNC(=O)COC(=O)CNC(=O)c1cc(Cl)cc([N+](=O)[O-])c1
  -8, -7, -1.4, 4, -2, -2.9, 5, -10, -6
COc1ccc(-c2cc(C(=O)Nc3ccc(S(=O)(=O)Nc4onc(C)c4C)cc3)c3ccccc3n2)cc1
  32, -13, -2.4, 0, -17, -1.4, 0, -11, 4
Cc1cn(CC2COC(C)(C)O2)c(=O)[nH]c1=O (stereo unspecified)
  18, 38*, -0.3, 3, -13, -1.5, -1, -8, 1
Cc1ccc(O)c(N=Cc2cccs2)c1
  21, 10, -3.3, -3, 0, -1.9, 0, -8, 8
CCOc1ccc(CCNC(=O)CS(=O)Cc2nc(-c3ccc(OC)cc3)oc2C)cc1OCC (stereo unspecified)
  21, -5, -1.7, 5, -56, -0.5, 2, -12, -4
COc1ccc(CNCc2cccc3ccccc23)cc1
  0, -19, 1.5, -2, 13, 0.6, ., 8, 1
Cc1ccc(S(=O)(=O)N/N=C/c2c[nH]c3ccccc23)cc1
  5, -10, -1.9, 3, 7, -1.4, 0, 7, -6
N/N=C(\Cc1cscn1)c1ccc(O)cc1O
  10, 4, -3.2, 2, -6, -4.8, 2, 4, 11
COc1ccccc1C(C)NC(=O)c1ccc(C)o1 (stereo unspecified)
  24, 15, -0.8, 5, -4, 2.3, 0, -1, -6
Cn1c(SCc2ccccc2Cl)nc2c1c(=O)[nH]c(=O)n2C
  -4, 10, -0.7, 5, -9, 4.7, -5, 8, 2
O=C(Nc1ccccc1Cl)Nc1ccnn1C1CCN(C(=O)CCN2CCCO2)CC1
  9, -6, -2.2, 5, -9, -1.8, 1, 7, 3
O=C(Nc1cccnc1)c1cnn2cccnc12
  7, 2, -1.1, -2, -4, -2.8, -1, -10, 5
O=P(COCCOCCOCP(=O)(c1ccccc1)c1ccccc1)(c1ccccc1)c1ccccc1
  4, 11, -0.3, 3, -46, -1.4, 3, -7, -2
O=C1CC(N(CCc2ccccc2)C(=S)Nc2ccccc2)C(=O)N1c1ccc(F)cc1 (stereo unspecified)
  -14, -6, -3.0, 6, -6, -3.2, 4, -7, -6
CC(CCc1ccco1)NC(=O)Cn1ncc2c(=O)oc3ccccc3c21 (stereo unspecified)
  4, 0, -0.9, 8, -1, 1.6, 3, -5, -4
COc1ccc(NC(=S)NC2CC3CCC2C3)c(OC)c1 (stereo unspecified)
  23, -10, -2.2, -3, -15, -2.2, -1, -11, -15
Cc1nn(Cc2ccc([N+](=O)[O-])cc2)c(=O)n1-c1cccc(Cl)c1
  13, 5, -2.3, 2, -4, -3.5, 10, 3, 5
CC(C)=C1C2CC2C2C(C(=O)O)C12 (stereo unspecified)
  11, 7, -5.1, 5, -2, -0.1, -4, 1, -2
CCCN1C(=O)c2cc(C(=O)NCc3cccs3)ccc2C1O (stereo unspecified)
  12, 6, -1.8, ., -5, 0.1, ., -1, -4
CCN(Cc1ccncc1)Cc1nc(-c2ccc(C(=O)OC)cc2)no1
  21, 10, 0.2, 8, -21, -1.8, -7, -2, 1
Cc1csc2c(N3CCN(C(=S)Nc4ccc(F)cc4F)CC3)ncnc12
  23, -7, -2.7, -4, -16, 0.1, 5, -24, -3
CCOC(=O)C1CCCN(CCC(=O)Nc2cc(C)ccc2C)C1 (stereo unspecified)
  6, 1, -1.9, 2, 14, -4.0, -5, -12, -3
COc1ccc2c(c1)c(-c1csc(N)n1)c(C)n2C
  6, 8, 0.4, 1, -2, -1.9, 6, -2, 1
CNC(=S)NNC(=O)c1cccs1
  22, 4, -3.4, -1, -5, -1.4, 5, -14, 38*
COc1ccc(NS(=O)(=O)c2cc(C(=O)Nc3ccccc3C(=O)O)ccc2C)cc1
  9, -22, 1.1, 4, -16, 1.4, -4, 2, 2
COc1cccc(NC(=O)N2CCCC2C(=O)Nc2cc(C)ccc2OC)c1 (stereo unspecified)
  -2, -4, -2.2, 1, -22, -3.2, -3, -5, 2
Cc1cccc(C)c1NC(=O)COc1ccc2c(C)c(Cc3ccccc3)c(=O)oc2c1C
  10, -9, -2.0, -4, -10, -1.8, 2, 0, -9
COC(=O)c1c(NC(=O)CN2CCN(C(=O)c3ccco3)CC2)c2c(C)cccc2n1C
  -2, 4, -2.0, 1, -27, -2.2, 5, -3, -11
CCOC(=O)C(=CN(CCc1ccccc1)CC(=O)OC)C(=O)OCC
  15, -5, -2.4, -2, -2, -1.0, 3, -8, -1
COC(=O)[C@@H](NC(=O)NC1CCCc2ccccc21)C(C)C (stereo partly specified)
  5, -1, -2.9, 2, -2, -1.7, 1, -5, 5
O=C1NC(=O)C2(COC(c3cccnc3)OC2)S1 (stereo unspecified)
  12, -6, -1.6, 2, 0, -1.2, 4, -15, -7
COc1cccc(/C=N/NC(=O)c2csc(-n3nc(C)cc3C(F)(F)F)n2)c1
  -14, 0, -5.0, 5, -12, -3.2, 4, -2, 5
